Source: PubChem (several laboratories)
phage Ecoli inh: E. coli growth loss with phage present; AID 651602; 0.26% of 360,000 active; growth absorbance; inhibition, % at 11.9 µM; in the data active = inhibition above about 11%
Mot1-301 SUMO: blocks SUMOylation pathway, rescuing yeast Mot1-301 growth. S. cerevisiae Mot1-301 growth rescue, ATP luminescence, 38.5C; percent above DMSO median, 100 means doubled. growth rescue, % at 18.8 µM. 1% of 320,000 active;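 active = every valid replicate shows activation above 250% relative to neutral control wells; inactive = the rest, any valid replicate at or below 250%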;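 also: OY570 slx delta 5 strain wells were the positive control but not used for scaling; some compounds called inactive have numbers as strong as hits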
PKA-R1A activ: activators of PKA-R1A complex; PKA-R1A dissociation, Cy5-IP20 fluorescence polarization; scaled: DMSO 0%, 113 µM cGMP 100%; activation, % at 11.4 µM; 0.083% of 340,000 active; AID 504707;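 active = percent activation above the mean of all tested compounds plus 3 SD, cut at about 19% in these data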;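 also: higher means more PKAc released from R1A so a rise in polarization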
E coli growth: reduces bacterial viability in AddAB counter-screen; E. coli V3065 growth, OD600 absorbance, 18 h; inhibition, % at 11.9 µM; 0.27% of 330,000 active;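 active = inhibition above the campaign's mean inhibition across all tested compounds plus 3 SD, cut at about 9.9% in these data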;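 also: uninfected addAB+ strain grown without phage in ampicillin broth; 0% = DMSO wells and 100% = ciprofloxacin 0.95 µg/ml wells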
HTR5A inv ag: HTR5A inverse agonism, opioid heterodimer counter-screen; inhibition, % at 9.3 µM; AID 504634; P47898; HTR5A cell line, luminescence; 0.083% of 340,000 active; in the data active = inhibition mostly above about 23%, no sharp cut-off; inactive = mostly below about 18%;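 also: 0% = cells with DMSO and 100% = no-cell wells with DMSO; some compounds called inactive have numbers as strong as hits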
Target sequence (P47898 whole entry, looked up): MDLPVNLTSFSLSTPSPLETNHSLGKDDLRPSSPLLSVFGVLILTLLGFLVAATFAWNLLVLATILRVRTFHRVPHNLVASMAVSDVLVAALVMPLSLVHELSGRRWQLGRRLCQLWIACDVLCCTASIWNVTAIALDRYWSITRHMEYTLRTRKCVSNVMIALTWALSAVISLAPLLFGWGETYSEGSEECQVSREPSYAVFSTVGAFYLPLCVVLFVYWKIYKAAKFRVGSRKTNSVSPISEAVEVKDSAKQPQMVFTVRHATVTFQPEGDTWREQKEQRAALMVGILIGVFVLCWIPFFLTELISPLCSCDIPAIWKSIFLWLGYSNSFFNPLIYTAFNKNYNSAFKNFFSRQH
DAGLB inh: blocks human DAGLB lipase activity | Q8NCG7 | HEK293T DAGLB membrane lysate, EnzChek fluorogenic substrate | inhibition, % at 5.17 µM | 0.059% of 340,000 active; in the data active = inhibition above about 34%;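 also: 0% = enzyme with vehicle and 100% = wells lacking enzyme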
Target sequence (Q8NCG7 whole entry, looked up): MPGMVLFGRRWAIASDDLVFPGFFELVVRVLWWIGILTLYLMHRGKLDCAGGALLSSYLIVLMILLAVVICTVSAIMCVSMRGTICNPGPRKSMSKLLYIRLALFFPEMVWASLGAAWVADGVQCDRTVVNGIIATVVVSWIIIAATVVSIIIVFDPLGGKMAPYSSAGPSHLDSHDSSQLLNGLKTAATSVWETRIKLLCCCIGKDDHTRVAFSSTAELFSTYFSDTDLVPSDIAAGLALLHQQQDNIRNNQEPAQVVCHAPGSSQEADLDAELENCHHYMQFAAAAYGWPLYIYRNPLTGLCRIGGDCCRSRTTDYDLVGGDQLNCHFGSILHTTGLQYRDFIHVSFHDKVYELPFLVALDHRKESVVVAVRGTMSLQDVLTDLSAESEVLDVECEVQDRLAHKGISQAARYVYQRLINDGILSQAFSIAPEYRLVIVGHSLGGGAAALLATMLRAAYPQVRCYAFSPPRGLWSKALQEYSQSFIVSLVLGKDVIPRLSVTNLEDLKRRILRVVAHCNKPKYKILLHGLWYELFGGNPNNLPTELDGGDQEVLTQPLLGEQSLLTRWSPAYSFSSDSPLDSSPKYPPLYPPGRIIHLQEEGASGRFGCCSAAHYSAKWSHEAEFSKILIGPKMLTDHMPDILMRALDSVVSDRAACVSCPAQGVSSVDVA
Tat export inh: inhibitors of E. coli Tat protein transport; E. coli MC4100 TorA-mCherry Tat export, fluorescence; inhibition, % at 10 µM; 0.036% of 340,000 active;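 active = mean replicate inhibition at least 50% and at least half of replicates individually reaching 50%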;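 also: exported cargo escapes ClpAP degradation while cytoplasmic cargo is degraded and loses fluorescence; 0% = median of neutral control wells and 100% = median of NaSCN control wells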
PKA-R2B act: PKA-R2B complex activation | 0.079% of 340,000 active | PKA-R2B holoenzyme dissociation, Cy5-IP20 fluorescence polarization; R2B truncated from residue 108, S112A mutant; 0% DMSO only, 100% 113 µM cGMP | P22694+P31323 | activation, % at 11.4 µM | AID 504700;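 active = activation above a cutoff set at the mean over all compounds plus 3 SD, cut at about 18% in these data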;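 also: higher means more holoenzyme dissociation and a rise in polarization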
HTR5A ag ctr: counter-screen for OPRM1-OPRD1 agonists: human HTR5A agonism; P47898; HTR5A agonist assay, luminescence, cell-based; activation, % at 9.3 µM; 0.61% of 340,000 active; AID 504692; in the data active = activation mostly above about 9.5%, no sharp cut-off; inactive = mostly below about 7.6%;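 also: 0% = cells with vehicle only and 100% = reference agonist; strong numbers were not always called active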
CDK5 p35 inh: inhibitors of human CDK5/p35 kinase; Recombinant CDK5/p35, ADP-Glo luminescence, 60 min; inhibition, % at 10 µM; 0.01% of 330,000 active; AID 488839;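 active = highest replicate inhibition of at least 50% and at least 75% of replicates reaching 50%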;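 also: plate controls were DMSO neutral control for no effect and GW8510 at 10 µM for full effect; many of its hits are not listed in these tables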
AddAB inh: less growth of phage-infected E. coli with AddAB | E. coli expressing H. pylori AddAB, absorbance growth | inhibition, % at 11.9 µM | 0.29% of 330,000 active | AID 435030; in the data active = inhibition above about 12%;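 also: 0% = vehicle wells of infected cells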
Numbers without * were called inactive; i = inactive; . = no result given.

Below each compound: phage Ecoli inh, Mot1-301 SUMO, PKA-R1A activ, E coli growth, HTR5A inv ag, DAGLB inh, Tat export inh, PKA-R2B act, HTR5A ag ctr, CDK5 p35 inh, AddAB inh
NNC(=O)[C@H]1C[C@@H]1c1ccccc1
  4.6, -4.4, -10.4, 0.3, -10.9, 2.7, -3.7, -1.3, 4.0, -0.6, 2.2
CCOC(=O)c1cc2c(c(CCO)n1)[C@@H](CCO)N(S(=O)(=O)C(C)(C)C)C2
  3.1, ., -7.1, ., -12.5, -1.4, -3.0, 3.4, 3.6, 0.6, .
CC1=C(CO)C(=O)OC([C@@H](C)C2CC[C@H]3C4C[C@H]5O[C@]56[C@@H](O)C=CC(=O)[C@]6(C)C4CC[C@]23C)C1 (stereo partly specified)
  1.7, 51.8, 4.1, -1.8, -11.7, 3.6, 12.3, 1.4, -2.5, 0.9, 3.5
CCOC(=O)N1CCN(C(=O)c2ccc3c(=O)n(CCc4ccccc4)c(=O)[nH]c3c2)CC1
  -0.2, -9.6, 15.4, -1.2, -17.6, 0.9, 0.9, 11.6, 6.8, 0.4, 3.7
Cc1cccc(C2=NN(c3ccc(Br)cc3)[C@@H](C(=O)N3CCOC3=O)[C@@H]2c2ccc(Cl)cc2)c1
  ., ., -2.5, 2.0, 4.0, -5.7, 11.0, -2.6, -1.3, 0.5, -1.4
COc1cccc(NC(=O)CSc2nnc(-c3cc(C)[nH]n3)n2N)c1
  4.2, 157.4, -11.8, -0.1, -6.7, 0.1, -6.0, -9.3, 0.9, -1.9, 2.7
O=C(Nc1ccc(Cl)cn1)c1cccc(OCc2ccccc2)c1
  4.0, 0.3, 6.3, -1.7, -1.7, -10.9, 5.7, 2.6, 0.5, 0.3, 0.8
O=C(COC(=O)CNC(=O)c1ccccc1F)NC1CC1
  4.1, 13.8, -2.1, -1.0, 4.3, -3.2, -2.2, -7.9, 4.8, 0.5, 0.0
CCOC(=O)c1cnc(-n2nc(C)cc2C)nc1N1CC(C)OC(C)C1 (stereo unspecified)
  -2.3, i, 6.1, -1.9, -4.6, 0.4, -4.1, -5.4, 1.1, -0.9, -3.6
CC(=O)C1(C)C(=O)N(c2ccc(C)cc2)C(=O)N1c1ccc(C)cc1 (stereo unspecified)
  2.4, ., -3.5, ., -7.5, -4.9, -1.2, -9.5, 1.9, 0.1, .
CC(C)(C)NC(=O)C(c1ccc(F)cc1)N(CCc1ccccc1)C(=O)c1ccn[nH]1 (stereo unspecified)
  3.7, 14.9, -9.1, 1.5, -2.5, -3.8, 19.1, -18.9, 0.9, -0.6, 2.6
COc1ccc(/C(N)=N/OC(=O)Cc2cccs2)cc1
  4.4, 8.8, -14.6, 0.9, 4.5, -8.9, 0.1, -5.8, 3.4, 0.7, 0.3
COc1ccc(CC(=O)OCC(=O)Nc2ncc(Cl)c(C)c2Cl)cc1
  1.9, ., -0.6, ., -2.5, 0.6, -4.6, -12.1, 1.0, -1.0, .
Cc1cc(NC(=O)CCN2C(=O)C3C4C=CC(C4)C3C2=O)c2ccccc2n1 (stereo unspecified)
  2.3, -8.7, 0.9, -0.1, 0.1, -2.1, -6.5, 1.7, 3.1, -5.2, 5.0
Cc1cc(NC(=O)COC(=O)c2ccccc2O)no1
  0.6, 10.6, -3.5, -2.8, 9.0, -4.1, 12.4, -2.3, -3.6, -1.2, -1.7

Limited to HTR5A ag ctr and PKA-R1A activ, for some of the entries so far:
| SMILES | HTR5A ag ctr | PKA-R1A activ |
| --- | --- | --- |
| O=C(COC(=O)CNC(=O)c1ccccc1F)NC1CC1 | 4.8 | -2.1 |
| CCOC(=O)c1cnc(-n2nc(C)cc2C)nc1N1CC(C)OC(C)C1 (stereo unspecified) | 1.1 | 6.1 |

Going on with the list:
Below each compound: phage Ecoli inh, Mot1-301 SUMO, PKA-R1A activ, E coli growth, HTR5A inv ag, DAGLB inh, Tat export inh, PKA-R2B act, HTR5A ag ctr, CDK5 p35 inh, AddAB inh
Clc1cc(Cl)c2nc(N3CCCCC3)sc2c1
  3.2, -10.9, -2.9, 2.2, -12.3, -14.8, -4.5, 5.0, -0.8, 0.2, 4.9
COc1cc(C(=O)O[C@H]2CC(C)=CC[C@@]3(C)CC[C@@](O)(C(C)C)[C@H]23)ccc1O
  0.8, 29.3, -6.5, -1.4, -7.7, -3.0, 17.1, -6.2, 2.0, -0.6, 0.9
CN(C)c1cccc(C(=O)Nc2cccc(S(=O)(=O)NC3=NCCC3)c2)c1
  -2.0, -0.8, -0.4, -0.3, 5.9, 0.9, 1.5, -3.1, 0.7, 1.7, 2.4
CC(C(=O)Nc1ccc(S(=O)(=O)N2CCCC2)cc1)N(C)Cc1ccc(F)cc1 (stereo unspecified)
  5.8, 17.4, -0.9, 1.8, -10.6, -6.6, -5.3, 0.4, 4.2, -0.4, 1.1
CN(Cc1nccn1C)C(=O)c1cc(COc2ccc3ncccc3c2)on1
  0.7, 0.2, -1.2, 0.7, -18.0, 1.2, 11.1, -1.0, 6.5, 0.8, 1.1
O=S(=O)(c1cc(F)ccc1F)N1CCN(c2ncnc3ccccc23)CC1
  0.8, -3.0, 4.0, 0.9, 9.9, -2.8, 3.7, 3.0, 1.5, -0.9, 1.7
COc1ccc(OC)c2sc(NC(=O)c3ccc(S(=O)(=O)N4CCOCC4)cc3)nc12
  -0.5, 57.3, -12.6, -2.8, -7.4, -0.7, 13.8, 2.9, 3.8, -0.6, -2.0
Cc1nn(CC(=O)NCCCN2CCC(Cc3ccccc3)CC2)c(=O)c2cc(-c3ccccc3)nn12
  -2.0, 0.3, -5.2, -1.0, -0.3, 1.6, -4.1, -4.2, -1.9, 0.0, 0.6
COc1ccc(C(=O)C[n+]2ccc(-c3nnc4n3CCCCC4)cc2)cc1
  1.3, -18.6, -10.6, 0.7, -9.2, -0.1, -1.3, -13.8, -2.1, 0.6, 4.8
CC(CC(=O)N1CCc2ccccc21)S(=O)(=O)c1ccc2c(c1)NC(=O)CO2 (stereo unspecified)
  0.6, 119.6, -22.8, 2.1, 9.5, -2.3, 14.9, 2.1, 4.4, 0.3, 2.7
CCOP(=O)(OCC)C(Nc1ccccn1)c1ccc(F)cc1 (stereo unspecified)
  0.4, 57.3, 3.2, -1.1, 6.8, 0.3, 3.9, 0.3, -1.9, 0.4, 3.7
O=C(/C=C/c1cccs1)NC(=S)Nc1ccccc1
  1.7, 28.7, -8.4, 1.7, -6.8, -10.8, -1.9, 4.2, 2.5, 0.6, 2.6
CN(CC(=O)Nc1ccc(Br)cc1)Cc1ccccc1
  1.1, 199.0, 0.7, -1.6, -8.3, -6.7, 0.5, -1.3, 2.2, -0.4, 2.0
Cc1ccc(-c2noc(CN(C(=O)c3cccs3)C(C)C)n2)cc1
  3.7, -21.7, -5.9, -0.6, 12.5, -7.7, 2.8, -4.0, 2.9, -0.3, 0.0
O=C(CN1CCC(C(=O)c2ccc3c(c2)OCCO3)CC1)NCc1ccccc1
  0.7, 5.3, -8.0, 0.2, 9.8, 0.4, -7.5, 3.0, -4.0, 0.8, 3.8
COC(=O)C/C(O)=C(/N=Nc1cccc(C(F)(F)F)c1)C(=O)OC
  3.5, 196.8, -2.5, 0.6, -3.2, 2.6, 10.1, 6.3, 1.1, 0.8, 2.4
COc1ccc(NC(=O)C(=O)NNC(=O)C(C)Oc2ccc(Cl)cc2Cl)cc1 (stereo unspecified)
  -2.4, 14.9, -0.5, -4.2, -2.7, 1.3, -3.3, -12.7, -7.2, 4.9, -0.9
Cc1c(NC(=O)CC(=O)Nc2c(C)n(C)n(-c3ccccc3)c2=O)c(=O)n(-c2ccccc2)n1C
  -0.1, 13.5, 3.8, -0.4, -3.7, -0.6, 2.7, -7.8, 1.6, -0.1, -0.4
COc1ccc(-c2coc3cc(OC(C)=O)ccc3c2=S)cc1
  2.7, ., -5.6, ., 15.8, 0.3, 5.7, -0.7, -4.1, -0.7, .
Cc1ccc(N=C2SC(C(=O)Nc3ccc(OC(F)(F)F)cc3)C(N)=C2C(=O)Nc2c(C)cc(C)cc2C)cc1 (stereo unspecified)
  7.9, 36.3, -4.0, 0.8, 13.2, -8.1, -9.9, -10.8, 0.8, 1.7, 5.3
O=S1(=O)[C@H]2C[C@@H]3C=C[C@@]2(CN1Cc1cccc(F)c1)O3
  0.6, -7.1, 1.9, 3.5, -8.1, -2.1, -12.5, -0.8, 3.0, -3.5, 6.4
CCn1c(C(O)c2cccc(OC)c2OC)nc2ccccc21 (stereo unspecified)
  0.8, -17.9, -8.0, -1.1, -13.2, -1.3, 4.4, 0.1, 5.1, 0.9, 0.6
COc1ccc(OCc2nc3c4cc(OC)c(OC)cc4nc(=S)n3[nH]2)cc1
  1.7, 16.0, -6.2, -2.1, 14.5, 1.1, 5.7, -15.8, 3.9, -6.8, -1.3
Cc1cccc(N2CCN(c3cc(C)nc4nnnn34)CC2C)c1 (stereo unspecified)
  2.8, 3.4, -15.7, -1.8, 9.5, 3.1, -4.2, 6.7, -4.3, 0.6, 0.9
Cc1cc(O)cc(O)c1C=NCc1ccco1
  2.5, -6.3, -3.5, -0.9, -35.6, -2.4, -13.2, -0.5, 6.2, 1.5, 0.5
CCOC(=O)c1c(C)n(C)c2cc(Br)c(O)c(O)c12
  0.0, 0.8, -4.3, 1.4, -3.5, -2.3, -0.9, -3.4, 3.3, -0.7, 0.3
Clc1cccc(Cl)c1CSc1nnc(-c2sccc2-n2cccc2)o1
  5.3, -15.3, -13.0, 1.1, -32.2, -11.1, 2.3, -11.8, 12.9, -0.6, 2.9
Cc1nn(-c2ccccc2)c(C)c1C(=O)NCc1ccc(S(N)(=O)=O)cc1
  1.0, -6.5, -1.9, -2.5, -15.8, -0.3, -8.4, -7.4, 5.6, -0.9, -0.5
O=C(CCc1ccc(S(=O)(=O)NC2CCCCC2)cc1)NCc1ccccc1
  0.6, -5.5, -14.9, 0.2, -0.5, -0.6, 20.4, 0.0, 0.2, -4.9, 5.6
Cc1nc2c(C)cccn2c1C(=O)c1ccccc1
  -0.7, -17.9, -9.6, 1.6, 0.3, -1.6, 3.3, -11.3, -0.1, 1.0, 1.2
Cc1ccc(OCC(=O)c2cc(C)c(C)cc2C)c([N+](=O)[O-])n1
  1.5, -11.5, -9.9, 0.2, 2.5, -3.9, -11.4, -7.8, -2.7, -0.2, 5.1
O=C(NCCCn1ccnc1)c1cccc(S(=O)(=O)Nc2ccccc2F)c1
  0.9, 6.5, 9.4, 3.2, 0.2, 0.7, 4.3, 2.3, 0.3, -1.6, 2.1
CCO[C@@H]1OC(C(=O)Nc2ccccc2)=C[C@H](c2coc3ccccc3c2=O)[C@H]1CCCO
  0.0, 13.3, -6.8, -2.6, -4.8, -0.1, 17.7, -5.6, 1.9, 0.3, 1.3

Individual results from above.
In phage Ecoli inh, Cc1ccc(OCC(=O)c2cc(C)c(C)cc2C)c([N+](=O)[O-])n1 reads 1.5
In HTR5A inv ag, Cc1cccc(N2CCN(c3cc(C)nc4nnnn34)CC2C)c1 (stereo unspecified) reads 9.5
In HTR5A inv ag, CCOC(=O)c1c(C)n(C)c2cc(Br)c(O)c(O)c12 reads -3.5
